# Hck Nef HTS: blocks Nef-activated human Hck kinase; Recombinant Hck-YEEI plus Nef, Z-Lyte FRET kinase assay; P08631; 220,000 tested, 0.68% active; inhibition, % at 20 µM;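 active = Hck-Nef kinase inhibition above about 50%, limit read from the data; inactive = inhibition below that limit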;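 note: 0% = DMSO with Hck plus Nef and 100% = Hck alone without Nef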
# Runt-SMMHC FRET: Runt domain-CBFb-SMMHC interaction inhibition | Q01196+Q13951 | Cerulean-Runt/Venus-CBFb-SMMHC FRET ratio 530/480, 1 h | inhibition, % at 20 µM | 220,000 tested, 0.74% active | AID 1434;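 active = mean inhibition across duplicate retests at 20 µM reaching about 50%, limit read from the data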;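 note: 0% = DMSO wells and 100% = wells with excess untagged CBFb-SMMHC; inhibitors lower the FRET ratio by blocking Runt binding to CBFb-SMMHC; some results filed as inactive read as strong as hits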
# Thrombin inh: inhibitors of human thrombin. P00734. alpha-thrombin, Boc-VPR-AMC fluorogenic substrate cleavage. inhibition, % at 5 µM. 220,000 tested, 0.26% active. AID 1046;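 active = inhibition at or above 40%; inactive = inhibition below 40%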;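 note: 0% = enzyme with no compound and 100% = wells without enzyme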
#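 Material: human alpha-thrombin protein; Also added: Boc-VPR-AMC substrate, 15 µM final; Timing: enzyme reaction carried out at room temperature; Signal: fluorescence, ex 355 nm, em 460 nm; Measure: % inhibition of thrombin; Controls: enzyme without compound as high, wells lacking enzyme as low.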
# KLK5 inh: kallikrein 5 (human) inhibition. inhibition, % at 5 µM. 210,000 tested, 0.59% active. Q9Y337. recombinant hK5, fluorogenic AMC substrate cleavage;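 active = inhibition of 40% or more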;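 note: 0% = enzyme controls without compound and 100% = no-enzyme blanks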
# 14-3-3 Bad PPI: disrupts binding of bovine 14-3-3 zeta to phospho-Bad peptide. P63103. TR-FRET 14-3-3zeta/Dy647-pBad peptide displacement, 1 h. inhibition, % at 21.7 µM. 220,000 tested, 0.71% active. AID 781;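 active = inhibition above about 70%, limit read from the data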;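 note: 0% = full 14-3-3 plus peptide FRET controls and 100% = background without 14-3-3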
# Target sequence (P63103 whole entry, looked up): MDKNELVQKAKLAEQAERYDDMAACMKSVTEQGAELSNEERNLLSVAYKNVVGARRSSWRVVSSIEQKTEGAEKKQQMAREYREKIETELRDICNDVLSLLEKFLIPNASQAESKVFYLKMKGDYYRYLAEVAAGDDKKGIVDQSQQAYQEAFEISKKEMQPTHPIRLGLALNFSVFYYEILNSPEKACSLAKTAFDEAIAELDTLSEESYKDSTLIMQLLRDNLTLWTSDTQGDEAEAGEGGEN
# Wee1 degr inh: human Wee1 degradation inhibition, primary screen; 220,000 tested, 1.2% active; AID 1321; reporter increase, % at 5 µM; HeLa Luc-Wee1K328M stability, luciferase luminescence; 100% = proteasome inhibitor MG132 effect;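 active = activation above the mean of all tested compounds plus 3 SD, set per screening run, cut at about 8.8% in these data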;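 note: cells exposed to compound for 20 h before luminescence read; 0% = DMSO alone and 100% = MG132 at 30 µM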
# FXIIa inh: inhibitors of human coagulation factor XIIa; purified FXIIa, Boc-QGR-AMC fluorogenic substrate, 2 h; P00748; 220,000 tested, 0.3% active; inhibition, % at 5 µM; in the data active = inhibition above about 40%;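 note: 0% = enzyme with no compound and 100% = blank without enzyme; many of its hits are not listed in these tables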
# Runt-CBFb FRET: Runt domain-CBFb interaction inhibition. Cerulean-Runt/Venus-CBFb FRET ratio 530/480, 1 h. inhibition, % at 20 µM. 220,000 tested, 0.46% active;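 active = inhibition over about 50% at 20 µM in the single-dose screen, limit read from the data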;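 note: 0% = DMSO wells and 100% = excess unlabeled CBFb competitor control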
#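 Reagent – Venus-CBFb binding partner, 100 nM · Assay system – Cerulean-tagged RUNX1 Runt domain (FRET donor) fusion protein · Input – 100 nM per protein · Incubation – two 1 h room-temperature incubations shielded from light · Measured by – FRET fluorescence · Medium – Tris buffer pH 7.5 with salts and BSA · Benchmarks – unlabeled CBFb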
# FXIa inh: blocks human coagulation factor XIa protease activity | AID 798 | P03951 | inhibition, % at 5 µM | 220,000 tested, 0.14% active | purified FXIa, Boc-Glu-Ala-Arg-AMC fluorogenic substrate;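 active = inhibition of at least 40%; inactive = inhibition below 40%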;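 note: fluorescence of freed AMC excited at 355 nm; 0% = enzyme without compound and 100% = no enzyme blank; many of its hits are not listed in these tables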
# Target sequence (P03951 19-387 limits assumed): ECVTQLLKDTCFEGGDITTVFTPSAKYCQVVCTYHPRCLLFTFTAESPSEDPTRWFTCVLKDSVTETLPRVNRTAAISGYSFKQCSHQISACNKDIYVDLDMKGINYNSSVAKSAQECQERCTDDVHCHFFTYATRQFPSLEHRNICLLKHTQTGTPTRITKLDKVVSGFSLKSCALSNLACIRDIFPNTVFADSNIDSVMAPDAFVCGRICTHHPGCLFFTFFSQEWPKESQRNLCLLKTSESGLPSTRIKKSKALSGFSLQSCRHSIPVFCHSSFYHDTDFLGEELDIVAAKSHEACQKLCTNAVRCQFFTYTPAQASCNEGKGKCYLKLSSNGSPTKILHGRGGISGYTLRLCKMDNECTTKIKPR
# Target sequence (P03951 388-625 limits assumed): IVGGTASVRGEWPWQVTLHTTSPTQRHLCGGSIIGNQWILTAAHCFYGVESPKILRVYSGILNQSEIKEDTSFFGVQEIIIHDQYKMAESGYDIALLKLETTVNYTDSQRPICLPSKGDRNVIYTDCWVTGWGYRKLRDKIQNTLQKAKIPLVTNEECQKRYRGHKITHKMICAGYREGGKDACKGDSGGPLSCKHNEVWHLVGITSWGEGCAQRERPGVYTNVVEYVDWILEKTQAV
# Starred values were filed as active, the others as inactive; nt = not tested or not shown; [ ] = dose if it differs, or a comment.
SMILES,Hck Nef HTS,Runt-SMMHC FRET,Thrombin inh,KLK5 inh,14-3-3 Bad PPI,Wee1 degr inh,FXIIa inh,Runt-CBFb FRET,FXIa inh
Cc1cc(C=O)c(C)n1-c1cccc(C(=O)O)c1,2.7,-1.6,-3.2,-3.0,6.9,5.6,12.5,-1.9,0.7
O=S(=O)(/N=C(/Nc1ccccn1)c1ccccc1)c1ccc(Cl)cc1,-1.6,-1.5,2.3,-23.6,13.1,-2.1,36.5,-3.7,18.7
CCOC(=O)C1CCCN(C(=O)CC(c2ccccc2)c2ccccc2)C1 (stereo not given),-8.1,2.2,-1.9,-6.8,-0.1,-1.5,9.1,-2.8,2.4
Cc1ccc2[nH]c(=O)c(CN(CCCO)C(C)c3nnnn3Cc3ccco3)cc2c1 (stereo not given),11.1,3.3,0.6,1.6,-1.7,-1.0,10.4,4.5,0.6
CCN(CCCNC(=O)C1CCCN(S(=O)(=O)c2cnc[nH]2)C1)c1ccccc1 (stereo not given),19.3,2.0,-4.5,-16.9,-2.4[fluorescence artefact?],-1.8,9.2,1.0,-0.3
CCOC(=O)c1c(C)oc2ccc(OC(=O)COc3c(F)c(F)c(F)c(F)c3F)cc12,3.6,1.1,0.7,-6.2,-6.8,-3.2,17.0,-2.6,10.8
Oc1ccc2ccccc2c1C=Nc1ccc(Cl)cn1,18.8,10.9,3.2,-9.9,3.7,1.4,9.0,23.5,-1.6
CCOC(=O)Nc1ccc2c(c1)N(C(=O)N1CCN(C)CC1)c1ccccc1S2,1.0,-0.3,4.7,-2.1,58.2,1.9,19.8,-1.1,6.7
COc1cc(-c2nc3ccc4ccccc4c3c3c2CCC3)cc(OC)c1OC,1.7,0.5,-4.9,-17.8,71.5*,1.7,-9.3,-5.7,-11.1
COc1cc(OC)cc(C(C(=O)NC2CCCCC2)N(C(=O)c2ccno2)c2ccccc2)c1 (stereo not given),12.8,1.5,-0.6,-11.4,-1.5[fluorescence artefact?],0.2,11.8,-3.5,-1.5
Cc1cc(C(C)(C)C)c(O)c(C(C)(C)C)c1,20.4,-1.3,-10.5,5.8,-13.8,-1.7,7.3,0.2,10.3
Cc1cc(-n2c(C)cc(C(=O)CSc3ncnc4ccccc34)c2C)no1,5.3,110.4*,-5.9,5.2,-12.8,-1.6,10.1,33.5,-12.8
C/C(=N\NC(=O)c1ccc(Cn2cc([N+](=O)[O-])cn2)o1)c1cccc(NC(=O)c2cccnc2)c1,4.7,-2.5,1.0,-13.8,0.7,4.0,8.2,-2.7,2.9
COc1cccc(C2C(C(N)=O)=C(C)Nc3nc(-c4ccccc4Cl)nn32)c1 (stereo not given),0.0,-2.0,6.2,2.2,-8.1,1.9,8.8,3.0,8.2
CC[C@H](C)C(C(=O)N1CCN(C(=O)OC(C)(C)C)CC1)n1cc(C(CC(C)C)NC(=O)OC(C)(C)C)nn1 (stereo not given in full),6.2,-14.4,1.2,-2.6,3.2,0.8,6.4,-9.6,-0.6
CC(CCc1ccccc1)NC(=O)CSc1nccc(=O)[nH]1 (stereo not given),-8.5,-1.6,4.3,-5.3,-2.7,-0.7,18.9,-1.1,1.1
CN(C)CCOC(=O)c1cccc(Br)c1,2.1,-0.4,-0.1,-6.1,3.2,1.7,5.9,1.3,-2.1
Cc1ccc(S(=O)(=O)N2CCN(CC(=O)N/N=C\c3ccccn3)CC2)cc1,-17.1,-2.7,20.4,2.5,1.3,-0.2,9.2,1.4,-4.5
Cc1nc(-c2ccccc2)sc1C1(C)CC(c2ccc(C#N)cc2)=NO1 (stereo not given),24.3,1.3,-2.8,1.0,0.2,nt,5.0,1.0,0.7
CCOC(=O)c1sc(NC(C)=O)nc1-c1ccccc1,-0.3,-2.7,-3.2,-27.9,-6.3,1.1,9.9,-2.9,-4.5
CCOc1ccccc1N(C(=O)Nc1cccc(Cl)c1)C1=NC(C)CS1 (stereo not given),2.3,1.9,-7.9,-14.0,-2.2,0.1,-1.4,-0.4,-0.2
Cc1nn(-c2ccccc2)c2c1C(c1ccc([N+](=O)[O-])cc1)N1C(=N2)C(=O)Nc2ccccc21 (stereo not given),2.5,-7.6,-6.1,0.9,1.7,0.3,9.0,-4.7,-1.6
Cc1ccc(CS(=O)(=O)CCC(=O)NCCN(C)Cc2ccccc2)cc1,3.1,-1.0,3.4,-18.2,31.0[fluorescence artefact?],2.6,25.2,-0.4,3.9
Cc1ccc(F)cc1NC(=O)CCOc1ccccc1,26.0,-3.0,-0.9,19.6,-13.8,-1.7,8.3,-0.2,-1.4
CS(=O)(=O)c1ccc(Cl)c(NC(=O)COC(=O)CNC(=O)c2ccc(Br)o2)c1,-0.7,40.4,5.9,-1.2,-1.1,-2.1,18.9,1.3,8.3
CCOC(=O)C1=C(C)Nc2ncnn2C1c1ccccc1F (stereo not given),1.2,2.0,0.8,3.9,2.3,2.9,6.1,-1.5,7.5
CCn1nnnc1SCC(=O)Nc1cccc(NC(C)=O)c1,0.9,-8.1,-3.7,-1.0,0.4,0.1,12.5,-2.1,6.2
CC(C)(C)c1ccc2c(c1)OCC(C(=O)O)O2 (stereo not given),0.7,1.4,-10.7,-4.1,-5.1,-0.5,0.8,-1.6,1.4
CC1=CCC2C(=O)N(c3cc(C)on3)C(=O)C2C1 (stereo not given),5.2,0.8,-4.6,-7.2,-2.9,-0.8,4.7,0.7,-4.1
Cc1cnn(-c2ccc3nnc(-c4ccc(Br)cc4)n3n2)c1,-3.5,-0.2,-3.5,-21.4,30.4[fluorescence artefact?],2.6,-12.3,1.6,-3.2
O=C(CSc1ncn[nH]1)c1ccc(OC(F)F)cc1,22.3,-1.0,0.0,-2.8,-2.1,0.1,-1.2,3.7,2.0
O=C(N/N=C/c1ccc(-c2ccc([N+](=O)[O-])cc2)o1)c1cccnc1,-36.2,-27.1,-1.8,-1.7,7.7,0.6,8.2,-5.8,1.4
COc1ccc(NC(=O)C(CC(=O)O)Cc2ccccc2)cc1 (stereo not given),0.5,-3.7,0.9,-19.9,11.0,3.2,15.0,-1.9,6.6
COc1ccc(OC)c(C2C(C(C)=O)=C(O)C(=O)N2Cc2cccnc2)c1 (stereo not given),-0.8,0.6,2.1,-2.8,6.5,-0.7,15.0,-1.4,3.3
COc1ccccc1/C=C/C=N/N1CCN(Cc2cccc3ccccc23)CC1,-0.5,5.0,-0.1,-4.4,1.4,0.0,5.5,2.2,7.8
COc1ccc(S(=O)(=O)N2CCN(c3ccccc3OC)CC2)cc1OC,-0.6,2.3,-5.2,2.6,1.8,-0.8,-7.8,-0.2,-8.1
CCCCCOc1ccc(NC(=O)c2cc(SC)ccc2Cl)cc1,7.1,1.1,-3.1,-6.6,3.2,-2.9,2.4,0.3,3.7
CCC(=O)OC1c2ccccc2C(=O)N1Cc1ccccc1 (stereo not given),5.2,-1.2,-3.4,-10.5,3.2,0.7,16.9,28.6,9.4
CC(C)(C)Nc1nc(SCc2ccccc2)nc(N2CCOCC2)n1,14.5,-0.1,1.1,9.4,2.1,-1.2,16.6,-1.6,5.6
Nc1nnn(CC(=O)N/N=C/c2ccc(O)cc2)n1,-2.2,-2.7,1.6,0.8,4.2,2.2,16.2,5.3,6.0

# Looked up above.
# Under Thrombin inh, Cc1cnn(-c2ccc3nnc(-c4ccc(Br)cc4)n3n2)c1 reads -3.5
# Under Thrombin inh, Cc1ccc(F)cc1NC(=O)CCOc1ccccc1 reads -0.9

# The list goes on:
SMILES,Hck Nef HTS,Runt-SMMHC FRET,Thrombin inh,KLK5 inh,14-3-3 Bad PPI,Wee1 degr inh,FXIIa inh,Runt-CBFb FRET,FXIa inh
O=C(CNc1cccc2ccccc12)N/N=C/c1ccc[nH]1,23.2,4.2,-1.1,-0.1,-0.2,-1.7,9.6,4.1,-0.8
COC(=O)c1[nH]c2ccc(C)cc2c1NC(=O)CN1CCN(c2ccc(F)cc2)CC1,0.1,-3.2,-3.5,-14.0,-6.3,1.2,3.8,0.1,0.2
CCCC(=O)Nc1ccc(C(=O)NN2C(=O)c3ccccc3C2=O)cc1,2.1,-0.5,-7.6,-9.2,7.1,4.2,16.6,1.1,6.5
CCCOC(=O)c1ccc(OC(=O)c2ccco2)cc1,1.1,-1.6,-0.6,-11.6,3.5,-1.2,15.4,-0.6,6.0
C/C=C(/C)C(=O)Nc1cccc(C2=NOC3(C2)C[C@H](C(N)=O)N(C(=O)c2ccc(Cl)cc2)C3)c1 (stereo not given in full),21.2,9.7,-5.4,-3.3,-4.5,nt,4.8,1.9,-3.5
S=c1[nH]nc(COc2cccc(Cl)c2)n1Cc1ccccc1,2.6,3.7,1.1,-5.0,-4.4,-0.1,10.2,4.9,20.9
Cc1cc(C)c(S(=O)(=O)c2ccc(Cl)cc2C)c(Cl)n1,18.9,-0.1,-3.0,-0.4,-7.3,5.4,4.4,0.7,-2.4
COc1cc(SC)ccc1C(=O)N1CCN(Cc2ccccc2)CC1,-4.3,-0.7,1.5,-0.1,-6.6,-2.7,5.7,0.0,-0.4
COc1ccc2c(c1OC)C(=O)OC2CC(=O)O (stereo not given),0.6,0.0,-2.4,6.1,3.2,6.8,13.2,nt,-2.2
COc1ccc(-c2noc(CCC(=O)NCc3cccnc3)n2)cc1,0.8,3.3,-1.3,-7.0,-7.5,0.4,4.6,-1.6,-1.9
COc1cc(NC2c3ccccc3C(=O)N2Cc2ccccc2Cl)cc(OC)c1 (stereo not given),6.7,-0.9,-6.5,-6.5,-1.9,-3.1,-1.2,-2.0,-5.3
Cc1ccccc1C(=O)/C(C#N)=N/Nc1c(C)n(C)n(-c2ccccc2)c1=O,2.1,12.1,4.4,-46.9,-21.6[fluorescence artefact?],5.2,9.4,10.3,4.8
CCOC(=O)c1sc(NC(=O)CSc2n[nH]c(-c3ccncc3)n2)c(C#N)c1C,0.0,1.0,-0.1,-7.1,2.0,-2.0,16.1,-0.4,9.4
Cc1ccccc1-c1nnc(SCC(=O)Nc2ccc(Cl)cc2)n1N,13.1,0.1,-4.3,-11.4,-2.8,0.1,15.4,-1.0,11.0
Nc1cc(Cl)nc(N/N=C/c2ccccc2[N+](=O)[O-])n1,1.2,-3.2,4.2,-6.0,-3.9[fluorescence artefact?],-0.2,15.6,1.2,6.5
O=C(Cc1c(F)cccc1Cl)NCCN1CCOCC1,16.7,-1.1,-4.8,2.1,2.4,1.5,6.9,0.9,4.0

# An excerpt from above in order of their number in Thrombin inh, lowest first.
canonical_smiles | Thrombin inh
COc1cc(NC2c3ccccc3C(=O)N2Cc2ccccc2Cl)cc(OC)c1 (stereo not given) | -6.5
Cc1ccccc1-c1nnc(SCC(=O)Nc2ccc(Cl)cc2)n1N | -4.3
COC(=O)c1[nH]c2ccc(C)cc2c1NC(=O)CN1CCN(c2ccc(F)cc2)CC1 | -3.5
Cc1cc(C)c(S(=O)(=O)c2ccc(Cl)cc2C)c(Cl)n1 | -3.0
O=C(CNc1cccc2ccccc12)N/N=C/c1ccc[nH]1 | -1.1
